DAX1 inh-1 – blocks DAX1 repression of SF-1 activated StAR promoter | HEK293T StAR-luciferase reporter, SF-1/DAX-1 repression relief | inhibition, % at 6.8 µM | 370,000 compounds, 1.1% hits | AID 652010;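 active means inhibition above the mean over all tested compounds plus 3 SD, cut at about 3.6% in these data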;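 further: 0% = DAX-1 cells with DMSO and 100% = cells lacking DAX-1 with DMSO; higher inhibition means more luminescence from relief of DAX-1 repression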
ADAM17 inh – ADAM17 inhibition, QFRET primary screen; 370,000 compounds, 0.83% hits; inhibition, % at 6.95 µM; recombinant ADAM17, EDANS/DABCYL FRET peptide cleavage; P78536; AID 720648;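 active means inhibition above the mean of compounds lying between control limits plus 3 SD, set per campaign, cut at about 8.5% in these data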;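 further: 0% = DMSO-only wells as the low control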
hcDAF12 agonist – H. contortus DAF-12 activation, primary screen; HEK293 hcDAF-12 lit1-tk-luc reporter, luminescence; 0% DMSO, 100% Δ7-dafachronic acid; activation, % at 6.8 µM; 370,000 compounds, 1.4% hits;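 active means activation above the mean of all tested compounds plus 3 SD, cut at about 5.5% in these data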;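 further: 100% = response to 3 µM Δ7-dafachronic acid high control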
hgDAF12 agonist – agonists of H. glycines DAF-12 nuclear receptor. HEK293 GAL4-hgDAF12 UAS-luciferase reporter, agonist luminescence; normalized to butyrate control. activation, % at 6.8 µM. 370,000 compounds, 1.8% hits;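 active means activation above a cutoff set at the mean of all screened compounds plus 3 SD, cut at about 10% in these data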;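 further: 0% = DMSO wells and 100% = sodium butyrate wells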
DAX1 inh-2 – inhibits human nuclear receptor DAX1; 340,000 compounds, 0.99% hits; inhibition, % at 6.75 µM; HEK293 Gal4-DAX1 luciferase reporter, luminescence; AID 504766;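 active means inhibition above the mean over all tested compounds plus 3 SD, cut at about 4.2% in these data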;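 further: 0% = DAX1-transfected cells with DMSO and 100% = empty-vector control cells with DMSO; inhibition shows as a rise in luminescence from relieved DAX1 repression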
GAA850 FXN act – frataxin GAA850 promoter activation; HEK293 lucGAA850 FXN promoter luciferase reporter, 24 h; percent of 10 µM SAHA response; activation, % at 6 µM; AID 540364; 360,000 compounds, 0.56% hits;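 active means activation above the average of all compounds screened plus 3 SD, cutoff fixed separately per campaign, cut at about 7.5% in these data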;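 further: 0% = DMSO wells and 100% = 10 µM SAHA wells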
ssDAF-12 act – activates DAF-12 receptor from parasite S. stercoralis. HEK293 ssDAF-12/GRIP1 lit1-tk-luc reporter, luminescence; % of 3 µM dafachronic acid response. activation, % at 6.8 µM. 370,000 compounds, 1% hits;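 active means activation above the mean over all tested compounds plus 3 SD, cut at about 0.9% in these data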;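 further: 0% = DMSO-only wells and 100% = 3 µM delta7-dafachronic acid wells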
PLCb3 inh – inhibitors of human phospholipase C beta3 | Q01970 | Purified PLC-beta3, fluorogenic substrate, fluorescence | inhibition, % at 12.2 µM | 370,000 compounds, 0.18% hits | AID 720704; in the data active means inhibition above about 11%;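 further: 0% = median of compound wells on plate and 100% = full blocker control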
sPLA2-III inh – Blocks human group III sPLA2 activity; Q9NZ20; QFRET BODIPY PC-A2 liposome hydrolysis, fluorescence; inhibition, % at 12.2 µM; 370,000 compounds, 0.56% hits;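 active means inhibition above mean plus 3 SD of compounds lying within the high and low control bounds, cut at about 19% in these data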;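 further: 0% = median of test compound wells and 100% = no enzyme DMSO wells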
Target sequence (Q9NZ20 whole entry, looked up): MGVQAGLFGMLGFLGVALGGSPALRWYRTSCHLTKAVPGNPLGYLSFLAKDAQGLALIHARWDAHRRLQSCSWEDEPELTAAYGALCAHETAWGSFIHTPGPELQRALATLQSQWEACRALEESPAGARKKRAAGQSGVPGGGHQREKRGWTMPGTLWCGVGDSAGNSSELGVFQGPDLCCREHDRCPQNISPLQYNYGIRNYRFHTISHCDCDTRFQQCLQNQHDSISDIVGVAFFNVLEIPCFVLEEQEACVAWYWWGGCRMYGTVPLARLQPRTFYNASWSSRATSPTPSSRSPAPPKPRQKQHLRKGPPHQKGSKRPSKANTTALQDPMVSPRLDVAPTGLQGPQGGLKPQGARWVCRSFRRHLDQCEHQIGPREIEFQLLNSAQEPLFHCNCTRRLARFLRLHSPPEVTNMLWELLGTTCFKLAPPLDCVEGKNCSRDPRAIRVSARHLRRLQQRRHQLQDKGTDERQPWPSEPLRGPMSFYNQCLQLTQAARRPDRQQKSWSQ
ADAM10 inh – inhibitors of human ADAM10. recombinant ADAM10, EDANS/DABCYL FRET peptide cleavage, 3 h. inhibition, % at 7 µM. 370,000 compounds, 0.62% hits;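 active means inhibition above a per-campaign cutoff equal to the mean of compounds falling between control-based bounds plus 3 SD, cut at about 20% in these data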;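 further: 0% = DMSO wells while the 100% control is not disclosed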
Target sequence (O14672 214-748 limits assumed): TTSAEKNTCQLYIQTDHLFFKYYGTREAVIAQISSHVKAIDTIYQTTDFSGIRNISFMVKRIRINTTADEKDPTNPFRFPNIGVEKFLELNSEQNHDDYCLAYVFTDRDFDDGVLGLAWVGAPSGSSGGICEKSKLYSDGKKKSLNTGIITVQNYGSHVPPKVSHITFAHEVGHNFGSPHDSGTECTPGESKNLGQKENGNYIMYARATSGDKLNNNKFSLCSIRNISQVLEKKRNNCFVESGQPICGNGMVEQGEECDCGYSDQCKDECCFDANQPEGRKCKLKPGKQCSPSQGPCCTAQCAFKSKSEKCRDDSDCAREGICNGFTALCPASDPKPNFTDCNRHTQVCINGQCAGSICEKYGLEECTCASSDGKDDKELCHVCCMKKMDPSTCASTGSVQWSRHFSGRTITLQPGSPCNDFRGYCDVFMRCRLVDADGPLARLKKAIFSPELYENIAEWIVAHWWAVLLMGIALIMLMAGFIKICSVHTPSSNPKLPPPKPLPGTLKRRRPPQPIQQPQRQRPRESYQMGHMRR
PLCg1 inh – blocks human PLC-gamma1 enzyme activity; purified PLC-gamma1, fluorogenic substrate, fluorescence; inhibition, % at 12.2 µM; 370,000 compounds, 0.84% hits; AID 720700; in the data active means inhibition above about 9.5%
* = called active by the depositor; i = inactive; / = no result given; & = joins results of further samples.

SMILES	DAX1 inh-1	ADAM17 inh	hcDAF12 agonist	hgDAF12 agonist	DAX1 inh-2	GAA850 FXN act	ssDAF-12 act	PLCb3 inh	sPLA2-III inh	ADAM10 inh	PLCg1 inh
Cc1ccccc1C1=NCC(=O)N(CC(=O)NCc2ccco2)c2sc3c(c21)CCCC3	0.1	-3	-1.9	-2.0	-0.3	-2.8	-1.9	-7	-8	4	-5
CC(C)c1ccc(N2C(=O)NC(=O)/C(=C/c3cnc(-c4ccccc4)nc3)C2=O)cc1	-0.1	-5	-0.8	-2.5	1.3	3.1	-1.0	-6	0	-4	-5
COc1ccc(C2(C#N)CC[N+](C)(C)CC2)cc1	-0.3	-1	-1.6	-0.8	1.9	-1.6	-1.2	0	3	3	3
CC12CCC3c4ccc(OP(=O)(N5CC5)N5CC5)cc4CCC3C1CCC2=O (centres undefined)	-3.4	-4	-2.1	0.3	0.4	1.7	-0.6	-6	-3	-5	2
O=C1NC(=S)NC(=O)C1=Cc1cccc2cc3ccccc3cc12	0.5	3	-0.5	-2.6	1.8	2.4	-1.6	-73	0	-14	-61
COC(=O)C1=C(c2ccc(C(C)=O)cc2)C[C@@H]2CC[C@H]1N2C	0.7	3	-1.4	2.5	0.2	1.0	-1.1	4	-3	2	2
O=C(/C=C/c1ccccc1)c1c(O)n(CCc2ccccc2)c(=O)[nH]c1=O	0.5	1	1.0	2.3	0.9	0.5	-0.1	2	5	3	-1
CC1(C)CC(=O)C(C=NCCN2CCN(C(=O)Cc3ccc(F)cc3)CC2)=C(O)C1	0.5	-3	-1.0	0.9	0.8	-0.3	0.0	-4	5	4	-4
O=C(CN1CC(c2ccccc2)CC1=O)Nc1ccccc1 (centres undefined)	-0.8	0	-0.6	-0.8	0.8	0.8	-1.1	3	-6	0	4
O=S(=O)(O)C(=Cc1ccccc1)c1ccccc1 (tested in a mixture with another compound)	-1.0	-1	2.4	2.0	-0.1	0.2	-0.3	-5	-2	-1	-5
O=C(Cn1nc(Cc2cccnc2)c2ccccc2c1=O)N1CCC2(CC1)OCCO2	0.1	-3	-0.3	-1.5	0.6	2.9	-1.0	5	1	4	-1
CCN1C(=O)C(=Cc2c(C)n(CC(=O)NCC3CCCO3)c3ccccc23)C(=O)N(CC)C1=S (centres undefined)	0.1	-3	2.2	-0.7	0.3	0.3	0.2	-33	-1	-6	-17
CCOC(=O)[C@]12Cc3cc(C)ccc3[C@H]1N(C)C(=O)c1cc(OC)ccc12	0.5	5	-0.5	0.2	/	/	-1.1	3	7	9	5
O=c1[nH]c(O)c(C=Nc2ccccc2Oc2ccccc2)c(=O)[nH]1	-0.5	-5	-0.9	-2.0	-0.7	-2.5	-2.2	-7	13	5	0
C[n+]1ccc(-c2cc[n+](C)cc2)cc1	-0.9&0.3	-2&-2	-0.3&0.0	-0.5&3.6	-1.5	1.4&-0.8	-1.3&-1.0	2&0	3&-3	-2&2	-1&0
O=C1NC(=O)N(Cc2ccccc2)C(=O)/C1=C\C=C\c1ccco1	1.2	2	2.1	3.7	-0.1	13*	-1.0	-59	-10	1	-34
COC(=O)C1=C(c2ccccc2OCc2ccccc2)C[C@@H]2CC[C@H]1N2C(=O)NCc1ccc(OC)cc1	0.0	0	-1.7	-0.8	0.3	-4.7	-1.9	1	-13	11	1
Cc1cccc(C(=O)NC(Oc2ccccc2)C(Cl)(Cl)Cl)c1 (centres undefined)	-0.3	-1	-0.9	0.2	0.3	0.4	-1.6	-2	5	-5	3
COc1cccc(C(=O)NCCN2CCC3(CC2)C(=O)NCN3c2ccccc2)c1	2.0	-5	-3.4	2.9	/	/	-0.7	1	7	-5	2
CC(=O)OC1C(=O)OCC23CCC4(C)OC4C2OC2CC(OC(=O)C=CC=CC(=O)OCCC1C)C3(C)C21CO1 (centres undefined)	-7.2	-5	-5.7	-17	-6.7	-15	-2.7	3	3	-4	-1
O=C1NC(=O)N(c2ccc3c(c2)OCO3)C(=O)/C1=C\c1ccc(-c2ccccc2C(=O)O)o1	0.2	-23	1.1	-1.6	-0.4	-0.2	-1.9	-38	-2	-56	-18
CN1C(=O)C(=Cc2c(OCc3cnc(Cl)s3)ccc3ccccc23)C(=O)N(C)C1=O	0.5	-3	1.3	2.9	2.0	5.2	-0.7	0	0	-2	5
C#CCN[C@H](C)Cc1ccccc1	0.3	-3	-1.2	1.5	0.3	0.4	-1.2	1	-2	-5	0
O=S(=O)(NC1CCCCCCC1)OCC(Cl)(Cl)Cl	-0.1	3	-0.6	1.1	-0.9	0.8	-1.8	2	2	14	1
CSCCC(c1nnnn1C(C)(C)C)N1CCC(n2c(=O)[nH]c3ccccc32)CC1 (centres undefined)	-2.1	-4	-2.5	-3.9	/	/	-1.1	2	-10	-2	0
CCC(Oc1cc(Cl)ccc1Cl)C(=O)N1CCC2(CC1)OCCO2 (centres undefined)	0.9	-4	-1.0	0.5	1.1	0.0	-0.8	-3	8	3	2
C=CCN1C(=O)CSc2ccc(C(=O)N3CCC4(CC3)OCCO4)cc21	-0.1	-4	-1.6	1.1	-0.8	0.7	-1.2	3	-1	-4	0
COC(=O)C1=C(c2ccc(F)cc2F)C[C@@H]2CC[C@H]1N2C(=O)NCCO	-0.2	-4	-1.1	0.6	0.7	0.1	-1.2	1	2	-7	1
O=c1[nH]c(=O)n(-c2ccccc2)c(O)c1C=NC12CN3CN(CN(C3)C1)C2	-0.6	-4	1.2	2.4	/	/	-1.1	1	7	-7	0
Cc1ccc[n+](CC(O)Cn2c3ccccc3c3ccccc32)c1 (centres undefined)	-0.4	-3	3.0	0.5	-1.4	3.9	-1.0	3	-3	-5	1

Single values from the entries so far.
`O=C(Cn1nc(Cc2cccnc2)c2ccccc2c1=O)N1CCC2(CC1)OCCO2` in ADAM17 inh shows -3
`CC(C)c1ccc(N2C(=O)NC(=O)/C(=C/c3cnc(-c4ccccc4)nc3)C2=O)cc1` in hgDAF12 agonist shows -2.5

Going on with the list.
SMILES	DAX1 inh-1	ADAM17 inh	hcDAF12 agonist	hgDAF12 agonist	DAX1 inh-2	GAA850 FXN act	ssDAF-12 act	PLCb3 inh	sPLA2-III inh	ADAM10 inh	PLCg1 inh
Cc1cc(C)cc(N2C(=O)/C(=C\c3ccc(N4CCN(C)CC4)o3)C(=O)NC2=S)c1	0.0	-1	3.4	-1.7	/	1.4	-1.8	-18	0	8	-12
COc1ccc(Cn2c(N)c(C(=O)NCc3ccco3)c3nc4ccccc4nc32)cc1	-1.0	-472	-1.6	-2.3	-0.1	0.2	-1.3	i	-16	i	-466
c1ccc(CCn2nnnc2CN2CCC(n3nnc4ccccc43)CC2)cc1	0.0	2	-2.0	-3.0	1.7	-2.8	-1.2	-2	-6	0	-1
O=C1c2ccccc2C(=O)N1Cc1nc2ccccc2c(=O)n1-c1ccc(Br)cn1	-0.2	-4	-0.5	-0.3	0.3	2.7	-1.6	-3	3	-1	0
C[C@H](CO)N1C[C@H](C)[C@H](CN(C)C(=O)Oc2cccc3ccccc23)OCc2cnnn2CCCC1=O	1.4	1	-0.7	-0.3	0.1	-0.5	-0.8	3	-2	-11	-18
Cc1ccccc1NP(=O)(Oc1ccccc1F)Oc1ccccc1F	-0.1	1	-2.6	-1.2	0.0	0.4	-1.2	2	1	5	3
O=C([O-])c1ccc(-[n+]2c(-c3ccccc3)cc(-c3ccccc3)cc2-c2ccccc2)cc1	0.5	-4	-1.1	3.7	0.5	1.5	-1.3	-9	6	-13	-7
c1ccc(CCNCc2cccnc2)cc1	0.1	-6	0.4	1.2	0.5	0.2	-0.3	-5	9	-5	0
Brc1ccc(Oc2ccc(Br)cc2Br)c(Br)c1	0.3	-2	1.4	-0.7	0.2	-0.7	-0.1	-1	1	-2	3
COC(=O)C1=C(c2cc3ccccc3s2)C[C@@H]2CC[C@H]1N2C(=O)N1CCCCC1	-2.3	-1	-1.7	-2.7	-2.9	-6.0	-1.8	-1	-1	8	0
O=c1[nH]c(=O)n(CCc2ccc(F)cc2)c(O)c1/C=N/N1CCCCC1	0.1	-1	-2.0	0.4	-1.1	-1.4	-1.0	-6	-4	-3	-3
Cc1ccnc(-n2c(-c3ccco3)nc3ccccc3c2=O)c1	-0.2	-1	-0.9	0.4	-0.7	1.4	-1.7	-3	3	-2	-2
COC(=O)[C@@H]1C[C@H]1[C@@H](NP(=O)(c1ccccc1)c1ccccc1)c1ccccc1	-0.2	-3	0.3	2.6	3.2	1.3	-0.7	2	12	2	9
CCC(=NCCc1c[nH]c2ccccc12)c1c(O)n(C)c(=O)n(C)c1=O	-2.6	-1	-4.1	-5.3	-3.1	-1.1	-2.4	-1	-38	4	-2
Cc1cccc(-n2c(O)c(C=NCc3cccnc3)c(=O)[nH]c2=O)c1C	0.3	-3	-1.2	0.2	1.3	0.1	-1.0	0	10	-4	-1
CCCCCSc1cc(OC)c(CCN)cc1OC	0.6	-3	-0.2	3.8	0.3	1.8	-0.2	1	16	5	3
CCCN(CC#CCO)CCC	-0.1	0	-1.2	4.0	1.6	0.1	-1.4	1	1	0	-2
CCOC(=O)[C@]12Cc3cc(C)ccc3[C@H]1N(Cc1ccccc1)C(=O)c1ccccc12	-0.3	7	-1.7	-2.8	-1.0	-2.8	-1.2	1	-11	17	0
NCCc1nc2ccccc2s1	0.3	-4	3.5	3.4	1.4	0.5	-0.1	-5	1	-10	-1
CCOc1ccc(N=Cc2c(O)n(C(C)(C)C)c(=O)[nH]c2=O)cc1	0.0	-7	-1.3	1.8	0.0	-3.0	-1.3	-36	9	-10	-24
C[N+]12CCC(CC1)C(C(O)(c1cccc(Cl)c1)c1cccc(Cl)c1)C2 (centres undefined)	0.9	2	2.6	0.9	-0.1	0.2	-1.7	-1	0	4	2
CNC(=S)N(C)CCc1cc2c(c(OC)c1C=C1C(=O)NC(=O)NC1=O)OCO2	-0.1	-4	1.8	-1.4	1.4	1.4	-1.3	-57	-2	-2	-37
Cc1sc2c(c1C)C(c1ccc(C(C)(C)C)cc1)=NCC(=O)N2CC(=O)Nc1nccs1	0.2	-4	-0.7	-0.9	1.5	-2.6	-1.3	3	3	5	1
Nc1ccccc1C(=O)OC1CSC1	0.2	-46	0.4	-2.2	-0.1	-0.3	-1.2	-108	0	-141	-102
COC(=O)OCC12CCC(O1)C1(C)C(=O)OCC21 (centres undefined)	0.3	3	1.1	-1.0	0.6	-0.8	-1.6	-1	1	-5	0
CCC(C(=O)N1CCC2(CC1)OCCO2)c1ccccc1 (centres undefined)	0.1	-2	1.0	-0.1	-0.8	3.7	-1.4	-1	3	-10	4
O=c1[nH]c2ccccc2n1C1CCN(Cc2ccc(-c3[nH]c4cc5ncnc5cc4nc3-c3ccccc3)cc2)CC1	-5.5	-45	-4.4	-3.8	/	/	-2.1	-415	-20	-165	-257

Some of the compounds tested; count on the stated rates, not on these rows.
